SRC3 TRFRET art: counter-screen for PPARgamma SRC-3 recruitment agonists: TR-FRET artefact | PPARgamma/SRC-3 format; stronger effect = higher value | TR-FRET ratio at 8 µM | 99,000 compounds, 0.39% hits; in the data active = TR-FRET ratio above about 2000; also: inactives centre near 1600; reference of the scale not given here
SRC1 TRFRET art: counter-screen for PPARgamma SRC-1 recruitment agonists: TR-FRET artefact | TR-FRET detection artefact counter-screen, emission ratio; stronger effect = higher value | TR-FRET ratio at 8 µM | 99,000 compounds, 0.34% hits | AID 1051; in the data active = TR-FRET ratio above about 2300; also: inactives centre near 1800; reference of the scale not given here
The depositor's hits bear a star.

Results follow in this order: SRC1 TRFRET art | SRC3 TRFRET art
- O=C(c1cccc(NS(=O)(=O)c2ccc(F)c(F)c2)c1)N1CCN(Cc2ccccc2)CC1
    1861 | 1738
- CSc1ccccc1NC(=O)Nc1cccc(F)c1
    1741 | 1730
- Cc1ccc(CN(c2ccc(C(=O)NCC3CCCO3)cc2)S(C)(=O)=O)cc1 (centres undefined)
    1853 | 1527
- Cn1cccc1/C=C1\SC(=S)N(NC(=O)c2ccccc2Cl)C1=O
    1708 | 1341
- Cc1ccc(OCC(=O)N/N=C\c2ccc(C)o2)c([N+](=O)[O-])c1
    1566 | 1518
- O=C(Cn1nc(C(=O)O)c2ccccc2c1=O)NCC1CCCO1 (centres undefined)
    1647 | 1589
- Cc1cccc(/C=N/Nc2cc(N3CCOCC3)nc(N3CCOCC3)n2)c1
    1883 | 1479
- CNC(=S)N(Cc1cccs1)Cc1cc2cc(OC)c(OC)cc2[nH]c1=O
    1617 | 1581
- COCCCNC(=S)N1CCCC(c2nc3cc(C)c(C)cc3[nH]2)C1 (centres undefined)
    1760 | 1452
- CC(=O)N1CCN(S(=O)(=O)c2cccc(C(=O)OCC(=O)N3CC(=O)Nc4ccccc43)c2)CC1
    1641 | 1581
- COc1ccc(CN2CCN(Cc3cccc(OC)c3)C(CCO)C2)cc1 (centres undefined)
    1876 | 1674
- CC(C)c1ccc(CCNC(=O)c2ccc([N+](=O)[O-])cc2)cc1
    1682 | 1671
- Cc1ccc(S(=O)(=O)NNC(=O)C2CC=CCC2C(=O)O)cc1 (centres undefined)
    1670 | 1442
- O=C1N(Cc2cccnc2)C[C@@H]2C[C@@H](c3ccc4nsnc4c3)N3CCC[C@@]123
    1859 | 1398
- Cc1ccc(NS(=O)(=O)c2ccc(CCC(=O)NCCCOC(C)C)cc2)cc1
    1697 | 1343
- C=CCn1c(C(C)NC(=O)c2ccccc2C)n[nH]c1=S (centres undefined)
    1773 | 1402
- Cc1ccc(-n2c(=O)c3sccc3n(Cc3cc(=O)n4cc(Cl)ccc4n3)c2=O)cc1F
    1927 | 1505
- Fc1ccccc1-c1csc(=Nc2cccnc2)n1CCCn1ccnc1
    1825 | 1670
- COc1ccc(C(NC(=O)N2CC(C)OC(C)C2)C(Cl)(Cl)Cl)cc1F (centres undefined)
    2013 | 1624
- CC(=O)Nc1cccc(/C(C)=N/NC(=O)c2ccc(CN3CCOCC3)cc2)c1
    1681 | 1433
- CN1c2ccccc2C2(C)CCCC3=Cc4cc([N+](=O)[O-])cc([N+](=O)[O-])c4OC312 (centres undefined)
    1779 | 1600
- CCOC(=O)c1c(C)c(C(=O)NC(C)COC)c(C)n1C (centres undefined)
    1857 | 1499
- COc1cccc(NC(=S)N2CCc3cc(OC)c(OC)cc3C2COc2ccc3c(C)cc(=O)oc3c2)c1 (centres undefined)
    2105 | 1510
- CC(C)c1ccc(/C=N/NC(=O)CC(=O)NC2CCCCC2)cc1
    1769 | 1794
- Cc1cccc(NC(=O)NC(C)C(c2ccccc2)N2CCN(C)CC2)c1 (centres undefined)
    1984 | 1825
- Cc1ccc2oc(=O)c3cnn(CC(=O)NCCN4CCOCC4)c3c2c1
    1992 | 1454
- CC(C)(C)NC(=O)Cn1c(Cl)nc2ccccc21
    1938 | 1679
- CC(=O)Nc1cc2c(ccc3ccccc32)oc1=O
    2031 | 1655
- COc1ccc(-n2nnnc2SCC(=O)NNC(=O)c2ccc([N+](=O)[O-])cc2)cc1
    2042 | 1799
- Cc1ccccc1C(=O)N/N=C/c1ccsc1C
    1857 | 1479

Structural class, those above with fluorine (5)
Results follow in this order: SRC1 TRFRET art | SRC3 TRFRET art
- O=C(c1cccc(NS(=O)(=O)c2ccc(F)c(F)c2)c1)N1CCN(Cc2ccccc2)CC1
    1861 | 1738
- CSc1ccccc1NC(=O)Nc1cccc(F)c1
    1741 | 1730
- Cc1ccc(-n2c(=O)c3sccc3n(Cc3cc(=O)n4cc(Cl)ccc4n3)c2=O)cc1F
    1927 | 1505
- Fc1ccccc1-c1csc(=Nc2cccnc2)n1CCCn1ccnc1
    1825 | 1670
- COc1ccc(C(NC(=O)N2CC(C)OC(C)C2)C(Cl)(Cl)Cl)cc1F (centres undefined)
    2013 | 1624

Going on with the list.
Results follow in this order: SRC1 TRFRET art | SRC3 TRFRET art
- CCCCCCCCCc1nc2sc3c(c2c(=O)n1NC(=O)c1ccccc1[N+](=O)[O-])CC(C)(C)OC3
    1708 | 1553
- Cc1c(C(=O)O)nnn1-c1nonc1N
    2186 | 1616
- NS(=O)(=O)c1ccc(CCNC(=O)COC(=O)CN2C(=O)C3CCCCC3C2=O)cc1 (centres undefined)
    1746 | 1538
- CC(=O)N1CCN(C(=O)c2cc(S(=O)(=O)Nc3ccc(S(C)(=O)=O)cc3)ccc2Cl)CC1
    1923 | 1621
- Cc1onc(-c2ccccc2Cl)c1C(=O)N1CCN(c2ncccn2)CC1
    1868 | 1440
- O=[N+]([O-])c1cccc(-c2ccc(SCc3cccnc3)nn2)c1
    2028 | 1476
- O=C(C/C=N\OCc1ccc([N+](=O)[O-])cc1)Nc1ccc(Cl)cc1
    1694 | 1657
- Cc1ccc(S(=O)(=O)NNC(=O)c2ccccc2O)cc1
    1641 | 1509
- O=C(N/N=C/c1ccc(-c2ccccc2[N+](=O)[O-])o1)c1cncc(Br)c1
    1653 | 1303
- C=CCn1c(SC(C)C(=O)NCc2ccc3c(c2)OCO3)nnc1C1CCCCC1 (centres undefined)
    1845 | 1624
- Cc1ccc(/C=N/N=C2/NC(=O)C(CC(=O)Nc3ccc(Cl)cc3)S2)o1 (centres undefined)
    1626 | 1621
- CCNC(=S)/N=C(\N)Nc1nc(C)c2cc(C)ccc2n1
    1715 | 1516
- Cc1ccc(S(=O)(=O)N2CCOCC2)cc1C(=O)Nc1ccc(-c2cn3ccsc3n2)cc1
    1948 | 1614
- CCCN(CCC)CC(O)Cn1c2ccccc2c2ccccc21 (centres undefined)
    1747 | 1488
- COC(=O)c1ccc(C(C(=O)NC2CCCCC2)N(Cc2ccc(F)cc2)C(=O)Cc2cccs2)cc1 (centres undefined)
    1743 | 1685
- CC(C)CNC(=O)c1cc([N+](=O)[O-])ccc1N1CCCCC1
    1735 | 1707
- CC(=O)c1cccc(CN2CCCC(CCC(=O)NCc3ccc(F)c(F)c3)C2)c1 (centres undefined)
    1818 | 1655
- O=C(O)c1cc(NS(=O)(=O)c2ccc(NC3CCCCC3)c([N+](=O)[O-])c2)cc(C(=O)O)c1
    1765 | 1583
- CC(C)(C)C1CCC(=NNC(=O)c2cc(-c3ccccc3)n[nH]2)CC1 (centres undefined)
    1704 | 1537
- Oc1ccccc1-c1csc(-c2ccccc2)n1
    1677 | 1538
- COc1ccc([N+](=O)[O-])cc1NC(=O)c1ccc(CN(c2ccc(C)c(C)c2)S(C)(=O)=O)cc1
    1880 | 1689
- O=C(CNc1cc(S(=O)(=O)N2CCCC2)ccc1OCC(F)(F)F)Nc1ccc(SC(F)F)cc1
    1750 | 1477
- CC1CCCC(NC(=O)COC(=O)[C@@H]2CC(O)CN2S(=O)(=O)c2ccc3c(c2)OCCO3)C1C (some centres undefined)
    2003 | 1761
- CC1CCN(C(=S)Nc2ccc3nc4n(c(=O)c3c2)CCCCC4)CC1
    1610 | 1699
- COc1ccccc1N(C)S(=O)(=O)c1ccc(C(=O)O)cc1
    1692 | 1562
- Cc1c(NC(=O)Nc2ccc(Cl)cc2Cl)c(=O)n(-c2ccccc2)n1C
    1854 | 1695
- CCOc1ccc(N(CC(=O)Nc2c(C)n(C)n(-c3ccccc3)c2=O)S(=O)(=O)c2ccccc2)cc1
    1513 | 1601
- O=C(NC1CCCCCCC1)c1cc(F)c(F)cc1Cl
    1829 | 1560
- CCn1c(-c2csc3c2CCC(C)C3)n[nH]c1=S (centres undefined)
    1905 | 1650
- CCN(C(=S)NC(=O)c1ccccc1Br)C1CCCCC1
    1814 | 1772

Whole records as entered above.
`CCN(C(=S)NC(=O)c1ccccc1Br)C1CCCCC1` is listed with SRC1 TRFRET art = 1814; SRC3 TRFRET art = 1772
`CCOc1ccc(N(CC(=O)Nc2c(C)n(C)n(-c3ccccc3)c2=O)S(=O)(=O)c2ccccc2)cc1` is listed with SRC1 TRFRET art = 1513; SRC3 TRFRET art = 1601

(listing goes on)
Results follow in this order: SRC1 TRFRET art | SRC3 TRFRET art
- COC(=O)c1c(NC(C)=O)sc(C(=O)Nc2ccccc2)c1C
    1465 | 1360
- Cc1ccc(-n2c(SCC(=O)N(C)C3CCS(=O)(=O)C3)nc3ccccc3c2=O)cc1 (centres undefined)
    1877 | 1748
- COc1cccc(N/C(SC)=C(/C#N)C(=O)NCc2cccs2)c1
    1947 | 1720
- Cc1cc(C)cc(C(=O)OCC(=O)NCC(F)(F)F)c1
    1974 | 1419
- C=CCn1c(C(CC(C)C)CC(C)O)n[nH]c1=S (centres undefined)
    1660 | 1549
- CCOC(=O)N/N=C1\CC(C)CC(C)(C)C1 (centres undefined)
    1728 | 1561
- CSCC[C@H](NC(=O)C(C)Oc1ccc(Cl)cc1)c1nc2ccccc2[nH]1 (some centres undefined)
    1927 | 1785
- O=C(NNC(=S)Nc1cccc(C(F)(F)F)c1)c1cccc(Cl)c1
    1605 | 1547
- CC(=O)c1cccc(N(CC(=O)Nc2cc(C)cc(C)c2)S(C)(=O)=O)c1
    1688 | 1771
- CSc1ncccc1C(=O)OCC(=O)Nc1ccc(S(=O)(=O)N2CCCC2)cc1
    1644 | 1606
- COc1ccc(NC(=O)CSc2nccn2C)c([N+](=O)[O-])c1
    1774 | 1735
- CN(C)NC1CC(=O)N(c2ccccc2)C1=O (centres undefined)
    1843 | 1663
- O=C(/C(=N\Nc1ccccc1)Sc1nnnn1-c1ccccc1)c1ccccc1
    1674 | 1697
- O=C(/C=C/Nc1ccccc1C(F)(F)F)c1ccco1
    1874 | 1570
- CN(C1CCCC1)C1CCN(C(=S)Nc2cc(F)cc(F)c2)CC1
    1883 | 1423
- COC(=O)C1C(c2ccc(N(C)C)cc2)C(C(=O)OC)S(=O)(=O)CS1(=O)=O (centres undefined)
    1687 | 1430
- CNCCCC1c2ccccc2C=Cc2ccccc21
    1823 | 1552
- O=C(C[n+]1cccc(/C=N/O)c1)N1CCCCCC1
    1884 | 1708
- O=C(CN1C(=O)NC(CCc2ccccc2)C1=O)NC1CC1 (centres undefined)
    1517 | 1426
- CC(=O)Nc1ccc(S(=O)(=O)N2CCCC(C(=O)O)C2)cc1 (centres undefined)
    1735 | 1588
- COc1cc(/C=N/NC(=O)c2ccc(COc3ccccc3Cl)o2)cc(Br)c1O
    1745 | 1588
- COc1ccccc1-n1c(=O)c2c3c(sc2n2c(SC(C)C)nnc12)CCC3
    1593 | 1607
- COc1ccc(C(=O)NC(=S)NNC(=O)c2ccc(NC(=O)C(C)C)cc2)cc1
    2017 | 1651
- CC(C)(C)c1ccc(S(=O)(=O)N2CCSC2)cc1
    1711 | 1686
- COc1ccc(-c2[nH]ncc2CNCC(C)(C)N2CCOCC2)cc1F
    1673 | 1551
- Cc1ccc2c(c1)sc1ncc(NC(=O)c3ccc(F)cc3)c(=O)n12
    2030 | 1584
- Cc1ccccc1C(=O)NNC(=O)CN1C(=O)c2ccccc2C1=O
    1930 | 1662
- CCCOP(=O)(c1ccccc1)c1ccccc1
    1595 | 1566
- C/C(=N/NC(=O)C1CC1(c1ccccc1)c1ccccc1)c1ccco1 (centres undefined)
    1769 | 1569
- CCC(C)[C@H](NC(=O)CCn1nnc2ccccc2c1=O)C(=O)O (some centres undefined)
    1871 | 1641
- CCN(CC)N=Nc1ccc(S(N)(=O)=O)cc1
    1720 | 1537
- COc1ccccc1C(=O)Nc1nnc(SCC(=O)Nc2ccc3c(c2)oc2ccccc23)s1
    1902 | 1677
- C=C(C(=O)O)C(CCCCCC)C(=O)O (centres undefined)
    1983 | 1526
- COc1ccc(C(C)=O)cc1CSc1nc2cc(C(=O)O)ccc2c(=O)n1Cc1ccccc1
    1826 | 1574
- O=C(NCc1nnc(SCc2ccccc2)n1-c1ccc(F)cc1)C12CC3CC(CC(C3)C1)C2
    1975 | 1481
- NC(=S)N/N=C/c1ccccc1[N+](=O)[O-]
    1602 | 1489
- CCCN1CCC(=NNc2ccc(S(N)(=O)=O)cc2[N+](=O)[O-])CC1
    2082 | 1460
- COc1ccc(-n2c(NN)nc3sc4c(c3c2=O)CCCC4)cc1
    2181 | 1650
- COCC(=O)Nc1cc([N+](=O)[O-])ccc1OC
    1750 | 1604
- Cc1c(C(=O)N(C)C)c2ccc(Cl)cc2n1O
    1967 | 1934
- N#CCCN1CCN(S(=O)(=O)c2ccc(S(=O)(=O)N3CCCC3)cc2)CC1
    1703 | 1260
- CC(=C\C(=O)O)/C(=C/c1ccc(C)o1)C(=O)O
    1875 | 1603
- CN1CCN(c2ncnc3c2[nH]c2ccc(F)cc23)CC1
    1840 | 1521
- CC(C)CC(COCc1cccc(Cl)c1)N1CCN(C(=O)c2ccc(C(F)(F)F)cc2)CCC1=O (centres undefined)
    1489 | 1430
- COC(=O)c1cccc(C(=O)N2CCCC(C(=O)c3cc(F)ccc3F)C2)c1 (centres undefined)
    1743 | 1709
- CN(CC(=O)Nc1cccc2ccccc12)C(=O)/C=C/c1cccs1
    1945 | 1441
- N#CC1=C(N)N(c2ccc(Cl)c(Cl)c2)C(=O)C1
    1556 | 1384
- CC(C)C(=O)Nc1nnc(SCC(=O)NCc2ccco2)s1
    1581 | 1439
- COC(=O)c1cc(C(=O)N2CCN(c3ccccc3OC)CC2)cc([N+](=O)[O-])c1
    1721 | 1396
- Nc1nc(-c2ccco2)nn1C(=O)c1ccc(F)cc1
    1800 | 1559
- Cc1nnc(SCC(=O)NC(C)(C)C)n1C1CCCCC1
    1785 | 1644
- CCC(C)(C)NC(=O)COc1ccc(C(=O)c2ccccc2)cc1
    1670 | 1438
- CNS(=O)(=O)c1ccc(N2CCCC2)c([N+](=O)[O-])c1
    1730 | 1461
- CCc1ccc(CN(C)CC(=O)Nc2ccccc2[N+](=O)[O-])cc1
    1624 | 1719
- S=C(Nc1ccc(Oc2ccccc2)cc1)NC1CCCC1
    1725 | 1506
- CCN1CCN(C2CC(=O)NC2=O)CC1 (centres undefined)
    1640 | 1615

Compound activity as filed in PubChem.

An excerpt; rates above refer to the full screens.
